A-T KAP1 phos: potential ataxia-telangiectasia treatments restoring KAP-1 phosphorylation | Potency, µM (highest dose often 57.5 µM), without a hit: at the top dose activation, usual class: activators | […] A-T fibroblasts, KAP-1 phosphorylation AlphaLISA; neocarzinostatin DNA damage 30 min before lysis | 320,000 compounds, 0.19% hits; further: potency means the concentration at half of the fitted maximal effect; % of control where 0% means no effect; nearly all actives have a fitted effect of over 45% in size
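hTERT-immortalized A-T patient fibroblasts ([…]), 500 cells/well in OPTI-MEM, 1% FBS, got compounds for 60 min, then NCS for 30 min at 37C. Lysates were then assayed for phospho-KAP-1 by AlphaLISA (anti-pKAP1 donor, anti-KAP1 acceptor beads), 6 hr at 25C.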
GALK inhibitor: inhibitors of human galactokinase. P51570. Purified GALK, Kinase-Glo residual ATP luminescence. Potency, µM (highest dose often 57.5 µM), without a hit: top-dose activity change, negative = inhibition, most hits filed as inhibitors. 270,000 compounds, 0.007% hits; further: potency means the concentration at half of the fitted maximal effect; on the % scale 0 is the no-effect control and ±100 the full control effect
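Luminescence from leftover ATP (Ultra-Glo luciferase/luciferin) served as read-out after a 1 h room-temperature reaction of 5 nM GALK with 35 uM ATP and 100 uM galactose.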
TSHR antag: blocks TSH signaling through the human TSH receptor; AID 504810; 330,000 compounds, 0.2% hits; TSHR-expressing cells, TSH-stimulated cAMP HTRF, 2 h; stronger effect = lower value; activity change, negative = inhibition, % at 11.5 µM;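 active means activity change below a set negative limit, meaning inhibition stronger than a set level, cut at about -70% in these data; inconclusive means activity change between two set negative limits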; further: on the % scale 0 is the no-effect control and ±100 the full control effect
Target sequence (P16473 whole entry, looked up): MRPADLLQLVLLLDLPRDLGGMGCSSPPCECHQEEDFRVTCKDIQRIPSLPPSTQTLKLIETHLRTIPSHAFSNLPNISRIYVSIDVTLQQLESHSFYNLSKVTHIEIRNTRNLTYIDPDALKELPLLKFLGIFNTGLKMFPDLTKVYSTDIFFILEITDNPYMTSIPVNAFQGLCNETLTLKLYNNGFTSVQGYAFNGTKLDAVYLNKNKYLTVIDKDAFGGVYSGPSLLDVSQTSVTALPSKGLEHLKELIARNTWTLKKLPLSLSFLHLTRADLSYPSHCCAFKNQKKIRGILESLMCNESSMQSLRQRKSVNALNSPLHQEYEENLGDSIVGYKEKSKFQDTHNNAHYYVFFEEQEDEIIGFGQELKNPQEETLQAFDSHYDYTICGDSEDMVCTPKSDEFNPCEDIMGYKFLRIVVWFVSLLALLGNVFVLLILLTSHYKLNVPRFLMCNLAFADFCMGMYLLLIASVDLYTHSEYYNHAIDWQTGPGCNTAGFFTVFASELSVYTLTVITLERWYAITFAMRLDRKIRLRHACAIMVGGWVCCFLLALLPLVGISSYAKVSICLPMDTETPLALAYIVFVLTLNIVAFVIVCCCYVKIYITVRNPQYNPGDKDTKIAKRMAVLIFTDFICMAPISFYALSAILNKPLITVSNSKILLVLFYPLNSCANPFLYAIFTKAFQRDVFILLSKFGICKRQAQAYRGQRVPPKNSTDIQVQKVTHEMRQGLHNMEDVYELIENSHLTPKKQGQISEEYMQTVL
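Antagonism was scored as loss of TSH-driven cAMP in TSHR cells, stimulated with 4nM TSH (EC80) for 2 hours at 37 deg C and detected by homogeneous HTRF competition immunoassay.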
Chronic BCR inh: chronic active BCR signaling inhibition. AID 493014. Potency, µM (series often up to 46.1 µM), without a hit: top-dose ratio change, negative = lower green/red ratio, actives largely listed as inhibitors. ABC-DLBCL IkBa-CBG/CBR reporter, luminescence ratio, 4 h. 340,000 compounds, 0.05% hits; active means well fitted inhibition curve with a large enough effect in the signal ratio, with a control signal flat, not every such curve was filed as active; inconclusive means small, poorly fitted or top-dose-only effect, or effect the other way, or a change in a side signal; the % refers to the signal ratio;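 further: potency means the concentration at half of the fitted maximal effect; plate controls were basal doxycycline-induced cells for no effect and cells given 10 µM MG132 for full effect; MG132 reads +100%, hits lower the ratio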
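Cell line TMD8 (human ABC DLBCL), stably expressing tet-inducible CBG68-IkBa fusion and CBR; IMDM/0.5% FBS; cpd up to 46 uM; dox induction, 4 h, 37C/5% CO2; dual luminescence; green/red ratio; MG132 control.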
MLL CXXC-DNA inh: MLL CXXC-DNA interaction inhibition; AID 2662; 290,000 compounds, 0.037% hits; Q03164; MLL-CXXC / FITC-HOXA9 DNA fluorescence polarization; Potency, µM (series often up to 115 µM), inactives show at the top dose activity change, negative = inhibition, actives largely listed as inhibitors; active means well fitted inhibition curve with a large enough effect in the polarisation, with a control signal flat, not every such curve was filed as active; inconclusive means small, poorly fitted or top-dose-only effect, or effect the other way, or a change in a side signal; inactive means no such curve, though single readings can be large or run the other way; the % refers to the polarisation; further: potency means the concentration at half of the fitted maximal effect
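Steps: dispense CXXC domain solution (7 uM) → pin compounds or unlabeled HOX-A9 DNA control → 5 min ambient → add FLSN-HOX-A9 solution (50 nM) → spin → 30 min ambient → fluorescence polarization. Tris pH 7.5/NaCl/DTT/BSA buffer.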
Tb PFK block: T. brucei PFK enzyme inhibition; O15648; 330,000 compounds, 0.17% hits; Potency, µM (highest dose often 57.5 µM), for the others: top-dose activity, negative = inhibition, actives largely listed as inhibitors; T. brucei PFK, ADP-Glo luminescence; AID 485367;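 further: potency means the concentration at half of the fitted maximal effect; 0% = uninhibited 1x PFK enzyme wells and -100% = no-enzyme wells; nearly all actives have a fitted effect of over 60% in size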
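PFK 1.25 nM, F6P 0.5 mM, ATP 0.1 mM, 0.1 M TEA pH 8.0, 5 mM MgCl2, 0.01% Tween20, 0.1% BSA; 45 min RT. ADP-Glo readout. qHTS titration up to 57 uM; curves fitted, compounds curve-classed.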
Giardia killer: Giardia lamblia killing. Giardia lamblia trophozoite viability. activity change, % at 7.66 µM, hits read low. 340,000 compounds, 0.15% hits; in the data active means activity change below about -80%; inconclusive means between about -30% and that limit;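 further: parasites exposed to compound for two days anaerobically before the ATP read; on the % scale 0 is the no-effect control and ±100 the full control effect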
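Giardia lamblia trophozoites (100 cells/well) were incubated with compounds for 48 h at 37 deg C under anaerobic conditions. Viability was read as ATP content by one-step luminescence after 15-30 min at room temperature.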
Coupling enz: coupling enzyme interference in Giardia aldolase counter-screen; coupling enzyme system counterscreen, AmpLite Red fluorescence; 290,000 compounds, 0.67% hits; activity change, negative = inhibition, % at 58.2 µM, hits read low; AID 2472; in the data active means activity change below about -30%; further: on the % scale 0 is the no-effect control and ±100 the full control effect
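Compounds tested against the coupling enzymes alone at 57.5 uM final; readout was AmpLite Red fluorescence (525/598 nm) after 20 min at RT.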
TCR activator: activates T cell receptor signaling; primary human leukocytes, anti-CD3, IL-2 HTRF, 48 h; Potency, µM (top dose mostly 9.22 µM), for inactives: top-dose activation of IL-2 secretion, most hits filed as activators; 330,000 tested, under 10 active; AID 504894; further: % of control where 0% means no effect
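Activity was scored as IL-2 release from primary human leukocytes given only a TCR signal (a-CD3 beads) plus compound for 48 hr. Detection used a two-antibody HTRF format read at 665nm.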
hERG WT inh: inhibitors of human wildtype KCNH2 potassium channel | Q12809 | U2OS, BacMam KCNH2, thallium flux FluxOr; stronger effect = lower value | activity change, % at 1.84 µM | 340,000 compounds, 0.37% hits | AID 720551;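 active means maximum activity change below -70%; inconclusive means maximum activity change between -70% and -50%; inactive means maximum activity change above -50%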; further: on the % scale 0 is the no-effect control and ±100 the full control effect
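U2OS cells transduced with wild-type KCNH2 virus are loaded with FluxOr dye for 45 min, and thallium flux is measured in kinetic reads before and after stimulation buffer. Rate constants are normalized to DMSO controls.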
Numbers without * were called inactive; [ ] = another dose, or the depositor's remark. Unless noted, the call rests on the fitted dose curve; in most records, active means well fitted curve in the direction sought with a large enough effect; inconclusive means small, poorly fitted or top-dose-only effect, or another doubt; inactive means no such curve, though single readings can be large; an effect the other way counts as inactive or inconclusive.

C/C(=N\NC(N)=S)C1C2C3CC4C5CC(C42)C1C53 (stereo not drawn) was read as A-T KAP1 phos 1%, GALK inhibitor 0%, TSHR antag -22, Chronic BCR inh 0%, MLL CXXC-DNA inh -2%, Tb PFK block -2%, Giardia killer -13, Coupling enz -2, TCR activator -4% and hERG WT inh inactive.
`O=C1CC2c3ccccc3C1C1C(=O)N(CCc3ccccc3)C(=O)C21` (stereo not drawn) gave A-T KAP1 phos 0%, GALK inhibitor 9%, TSHR antag -4, Chronic BCR inh -1%, MLL CXXC-DNA inh 11%, Tb PFK block 1%, Giardia killer 5, Coupling enz 0, TCR activator -3% and hERG WT inh -3.
`CCOC(=O)c1cc2c(=O)n3cc(C)ccc3nc2n(Cc2cccnc2)c1=N` gave A-T KAP1 phos 2%, GALK inhibitor 0%, TSHR antag 9, Chronic BCR inh 1%, MLL CXXC-DNA inh 12%, Tb PFK block 2% and Coupling enz 2.
`COc1c(N2CCN(C(=S)NCc3ccccc3)C(C)C2)c(F)cc2c(=O)c(C(=O)O)cn(C3CC3)c12` (stereo not drawn) gave A-T KAP1 phos 0%, GALK inhibitor 0%, TSHR antag -21, Chronic BCR inh inconclusive, MLL CXXC-DNA inh 15%, Tb PFK block 1%, Giardia killer 8, Coupling enz -1, TCR activator -1% and hERG WT inh -5.
`COc1ccc(N(C(=O)c2ccco2)C(C(=O)NC2CCCC2)c2ccc(N(C)C)cc2)cc1` (stereo not drawn) gave A-T KAP1 phos -2%, GALK inhibitor 2%, TSHR antag -5, Chronic BCR inh -15%, MLL CXXC-DNA inh 2%, Tb PFK block -2%, Giardia killer -5, Coupling enz 3, TCR activator -2% and hERG WT inh 0.
Screening CCN(CC)C(=O)c1cc2c(=O)oc3ccccc3c2s1 returned A-T KAP1 phos -2%, GALK inhibitor 1%, TSHR antag -1, Chronic BCR inh inconclusive, MLL CXXC-DNA inh -5%, Tb PFK block 9%, Giardia killer -16, Coupling enz 2, TCR activator 16%[46.1 µM] and hERG WT inh 19.
`CCN(CC)S(=O)(=O)c1cccc(-n2c(O)c(C=Nc3ccccc3C(=O)O)c3ccccc3c2=O)c1` gave A-T KAP1 phos -18%, GALK inhibitor -3%, TSHR antag -25, Chronic BCR inh inconclusive, MLL CXXC-DNA inh 3%, Tb PFK block 3%, Giardia killer -15, Coupling enz 3, TCR activator 2% and hERG WT inh 4.
COC(=O)c1cc(C(=O)c2c(C)cc3ccccn23)cc([N+](=O)[O-])c1 was read as A-T KAP1 phos -13%, GALK inhibitor 0%, TSHR antag -11, Chronic BCR inh -15%, MLL CXXC-DNA inh 16%, Tb PFK block 3%, Giardia killer 9, Coupling enz 1, TCR activator 2% and hERG WT inh 7.
Screening Cn1c(=O)[nH]c(=O)c2c1nc(CN1CCOCC1)n2Cc1ccc(F)cc1 returned A-T KAP1 phos -2%, GALK inhibitor 4%, TSHR antag 6, Chronic BCR inh 0%, MLL CXXC-DNA inh 5%, Tb PFK block -7%, Giardia killer 9, Coupling enz -2, TCR activator -1% and hERG WT inh 4.
`O=C(NCCc1ccccc1Cl)C1CC(=O)N(C2CCCCC2)C1` (stereo not drawn) gave A-T KAP1 phos 4%, GALK inhibitor -1%, TSHR antag 2, Chronic BCR inh 0%, MLL CXXC-DNA inh 33%, Tb PFK block 2%, Giardia killer 19, Coupling enz 0, TCR activator 0% and hERG WT inh -13.
`Cc1ccc(COC(=O)c2nn(C)c(=O)c3ccccc23)cc1` gave A-T KAP1 phos -7%, GALK inhibitor 0%, TSHR antag 14, Chronic BCR inh inconclusive, MLL CXXC-DNA inh 6%, Tb PFK block 7%, Giardia killer -12, Coupling enz 2, TCR activator -3% and hERG WT inh 5.
`O=C(CSc1nnc(Cc2cccs2)n1C1CC1)NC1CCS(=O)(=O)C1` (stereo not drawn) gave A-T KAP1 phos 9%, TSHR antag 6, Chronic BCR inh 4%, Tb PFK block -4%, Giardia killer 28, TCR activator -3% and hERG WT inh 12.
For CN1C(=O)c2cccc3c(S(=O)(=O)N(C)C)ccc1c23 the results were A-T KAP1 phos 15%, GALK inhibitor 0%, TSHR antag 3, Chronic BCR inh inconclusive, MLL CXXC-DNA inh 3%, Tb PFK block 1%, Giardia killer 14, Coupling enz 2, TCR activator -5% and hERG WT inh -19.
N#Cc1ccc(N2CCOCC2)nc1 was read as A-T KAP1 phos 7%, GALK inhibitor -1%, TSHR antag 1, Chronic BCR inh -7%, MLL CXXC-DNA inh -10%, Tb PFK block 0%, Giardia killer 12, Coupling enz 2, TCR activator 0% and hERG WT inh -1.
For Cc1ccc(NC(=O)CNC(c2ccccc2)c2ccccc2)c(F)c1 the results were A-T KAP1 phos 7%, GALK inhibitor 0%, TSHR antag -9, Chronic BCR inh inconclusive, MLL CXXC-DNA inh 6%, Tb PFK block 0%, Giardia killer 1, Coupling enz -3 and TCR activator -4%[46.1 µM].
For COc1ccccc1CC(=O)N1CCN(c2cccc(Cl)c2)CC1 the results were A-T KAP1 phos -2%, TSHR antag 6, Chronic BCR inh 3%, MLL CXXC-DNA inh 2%, Tb PFK block -9%, Giardia killer 9, Coupling enz 1, TCR activator -8% and hERG WT inh -2.
`COc1ccc(C(=O)Nc2ccccn2)cc1S(=O)(=O)N1CCOCC1` gave A-T KAP1 phos 0%, GALK inhibitor 3%, TSHR antag -2, Chronic BCR inh inconclusive, MLL CXXC-DNA inh 20%, Tb PFK block 1%, Giardia killer 21, TCR activator 4% and hERG WT inh 8.
For CC[C@@]12C(=O)N(c3cccc(Br)c3)C(=O)N1[C@H](c1ccc(Br)cc1)[C@@H]1C(=O)N(C(C)(C)C)C(=O)[C@@H]12 the results were A-T KAP1 phos 17%, TSHR antag -11, Chronic BCR inh inconclusive, Tb PFK block -7%, Giardia killer -8, TCR activator -7% and hERG WT inh -5.
`CC(=O)N1CN(C2CCS(=O)(=O)C2)Cc2c1sc1c2CCCC1` (stereo not drawn) gave A-T KAP1 phos -1%, GALK inhibitor 0%, TSHR antag 7, Chronic BCR inh -5%, MLL CXXC-DNA inh -14%, Tb PFK block -4%, Giardia killer 18, Coupling enz -4, TCR activator 6% and hERG WT inh -5.
`O=C1CC/C=C\C[C@@H](CC(=O)N(CCO)Cc2ccccc2)C(=O)NC[C@@H](c2ccccc2)O1` gave A-T KAP1 phos 28%, TSHR antag 9, Chronic BCR inh 5%, Tb PFK block 1%, Giardia killer -18, TCR activator -1% and hERG WT inh 5.
Screening CC(NC(=O)CN1C(=O)NC2(CCCC2)C1=O)c1ccc(Cl)cc1Cl (stereo not drawn) returned A-T KAP1 phos -2%, TSHR antag -3, Chronic BCR inh -3%, Tb PFK block -3%, Giardia killer -20, TCR activator 4% and hERG WT inh -4.
`Cc1cccc(NC(=S)NN2CCN(C)CC2)c1C` gave A-T KAP1 phos -1%, GALK inhibitor 0%, TSHR antag 12, Chronic BCR inh -15%, MLL CXXC-DNA inh 4%, Tb PFK block 0%, Giardia killer -19, Coupling enz 4, TCR activator 1% and hERG WT inh 1.
`O=C(NC(=S)Nc1ccc(O)cc1)c1ccccc1Cl` gave A-T KAP1 phos 1%, GALK inhibitor -1%, TSHR antag 2, Chronic BCR inh inconclusive, MLL CXXC-DNA inh 6%, Tb PFK block 1%, Giardia killer -8, Coupling enz 2, TCR activator -4% and hERG WT inh -18.
`CC(CN1CCOCC1)C(=O)c1ccccc1` (stereo not drawn) gave A-T KAP1 phos 3%, GALK inhibitor 1%, TSHR antag -2, Chronic BCR inh -2%, MLL CXXC-DNA inh -19%, Tb PFK block -2%, Giardia killer 6, Coupling enz 4, TCR activator 9% and hERG WT inh -4.
For O=C(Nc1cccc(N=Cc2cc(Br)cc(Br)c2O)c1)c1ccco1 the results were A-T KAP1 phos -2%, TSHR antag -15, Chronic BCR inh -12%, MLL CXXC-DNA inh 1%, Tb PFK block -2%, Giardia killer -2, Coupling enz -7, TCR activator -1% and hERG WT inh -10.
Screening Cn1nc(C(=O)Nc2ccc3c(c2)OCO3)c2ccccc2c1=O returned A-T KAP1 phos 1%, GALK inhibitor -4%, TSHR antag 2, Chronic BCR inh -2%, MLL CXXC-DNA inh 8%, Tb PFK block -9%, Giardia killer 2, Coupling enz 1, TCR activator 5% and hERG WT inh 5.
For COc1ccc(OC)c(-c2csc(NC(=O)CN3C(=O)NC4(CCCC4)C3=O)n2)c1 the results were A-T KAP1 phos 16%, TSHR antag 4, Chronic BCR inh -4%, Tb PFK block 0%, Giardia killer -27, TCR activator -6% and hERG WT inh -10.

Screening data (PubChem)
